USP17 block – inhibitors of human USP17 deubiquitinase; 47,000 compounds, 6.5% hits; inhibition, % at 50 µM; purified USP17, Ub-rhodamine cleavage fluorescence, 3 h
OTUD3 inh – inhibitors of human OTUD3 deubiquitinase; OTU domain-containing protein 3 (Homo sapiens), Q5T2D3; purified OTUD3, Ub-rhodamine fluorescence, 2 h; inhibition, % at 25 µM; 47,000 compounds, 0.7% hits; AID 1645858, 2021
USP8 inh – inhibitors of human USP8 deubiquitinase | purified USP8, Ub-rhodamine cleavage fluorescence, 30 min | inhibition, % at 20 µM | 47,000 compounds, 4.2% hits
USP7 inh – inhibitors of human USP7 deubiquitinase; Ubiquitin carboxyl-terminal hydrolase 7 (Homo sapiens), Q93009; purified USP7, Ub-rhodamine cleavage fluorescence; 47,000 compounds, 0.3% hits; inhibition, % at 20 µM; AID 1645854, 2021
USP30 inh – inhibitors of human USP30 deubiquitinase; Ubiquitin carboxyl-terminal hydrolase 30 (Homo sapiens), Q70CQ3; purified USP30, Ub-rhodamine cleavage fluorescence; inhibition, % at 25 µM; 47,000 compounds, 5.3% hits
UCHL1 block – inhibitors of human UCHL1 deubiquitinase | Ubiquitin carboxyl-terminal hydrolase isozyme L1 (Homo sapiens), P09936 | purified UCHL1, Ub-rhodamine cleavage fluorescence | inhibition, % at 20 µM | 47,000 compounds, 0.2% hits | AID 1645859, 2021
USP28 block – inhibitors of human USP28 deubiquitinase. 47,000 compounds, 3% hits. purified USP28, Ub-rhodamine cleavage fluorescence, 30 min. Ubiquitin carboxyl-terminal hydrolase 28 (Homo sapiens), Q96RU2. inhibition, % at 25 µM
Target sequence (Q96RU2 whole entry, looked up): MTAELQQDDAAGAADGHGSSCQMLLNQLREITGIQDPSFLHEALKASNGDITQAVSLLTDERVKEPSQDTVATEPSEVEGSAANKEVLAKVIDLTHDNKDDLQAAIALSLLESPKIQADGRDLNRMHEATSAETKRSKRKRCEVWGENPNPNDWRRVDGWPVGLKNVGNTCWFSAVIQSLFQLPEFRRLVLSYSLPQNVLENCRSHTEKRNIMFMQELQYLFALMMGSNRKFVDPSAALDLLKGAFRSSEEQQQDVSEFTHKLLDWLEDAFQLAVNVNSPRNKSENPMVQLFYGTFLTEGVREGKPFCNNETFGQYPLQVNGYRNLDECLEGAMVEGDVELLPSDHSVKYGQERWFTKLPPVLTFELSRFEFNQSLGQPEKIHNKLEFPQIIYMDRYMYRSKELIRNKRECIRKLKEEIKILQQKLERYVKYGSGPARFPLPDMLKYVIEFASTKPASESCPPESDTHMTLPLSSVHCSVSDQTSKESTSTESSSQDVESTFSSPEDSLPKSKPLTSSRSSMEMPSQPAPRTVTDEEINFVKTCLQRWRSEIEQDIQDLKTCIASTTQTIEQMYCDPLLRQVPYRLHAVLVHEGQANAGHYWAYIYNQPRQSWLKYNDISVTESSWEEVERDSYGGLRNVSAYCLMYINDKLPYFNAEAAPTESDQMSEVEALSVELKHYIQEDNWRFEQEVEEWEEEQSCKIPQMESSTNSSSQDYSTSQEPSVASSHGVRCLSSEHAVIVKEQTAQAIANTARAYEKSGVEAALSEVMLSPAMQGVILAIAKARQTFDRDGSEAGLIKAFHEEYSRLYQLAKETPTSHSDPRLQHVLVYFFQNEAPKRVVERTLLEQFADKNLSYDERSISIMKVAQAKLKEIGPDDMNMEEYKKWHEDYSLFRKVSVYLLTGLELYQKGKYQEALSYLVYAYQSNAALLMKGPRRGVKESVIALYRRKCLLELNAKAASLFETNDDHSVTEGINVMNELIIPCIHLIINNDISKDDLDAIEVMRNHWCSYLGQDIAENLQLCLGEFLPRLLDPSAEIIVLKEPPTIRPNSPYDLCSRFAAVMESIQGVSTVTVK
USP10 inh – inhibitors of human USP10 deubiquitinase | Ubiquitin carboxyl-terminal hydrolase 10 (Homo sapiens), Q14694 | inhibition, % at 20 µM | purified USP10, Ub-rhodamine fluorescence, 60 min | 47,000 compounds, 1.1% hits
Numbers without * were called inactive; i = inactive; . = not tested or not shown. Cut-off read from the data, not from the text of the source: active = inhibition above about 30%; inactive = the rest.

Values in the order – USP17 block	OTUD3 inh	USP8 inh	USP7 inh	USP30 inh	UCHL1 block	USP28 block	USP10 inh
CC(C)(C)c1cc2nc3c(c(=O)n2[nH]1)CN(Cc1ccc(Br)s1)CC3
→ 6	16	40*	9	21	3	5	12
Cc1nn(-c2ccc(Cl)cc2)c2c1C(c1cccc(Br)c1)N1C(=N2)N(C)c2c1c(=O)n(C)c(=O)n2C (stereo not given)
→ -14	-4	-60	-2	-3	-1	-2	1
Cc1cc(C)n(-c2ccc(C(=O)Nc3cccc4cccnc34)nn2)n1
→ -24	-3	-3	1	-11	-1	1	1
Cc1nc(N2CCOCC2)ncc1-c1cc(=O)[nH]c(N2CCC(Cc3ccccc3)CC2)n1
→ -3	0	0	7	15	5	2	0
CCCc1cc2c(cc1NC(=O)Cc1ccc(F)cc1)OCO2
→ 0	-5	-1	-11	-4	-3	-8	-2
Cc1noc(Cn2c(=O)c3ccccc3n(CC(=O)Nc3cccc(Cl)c3)c2=O)n1
→ 4	0	0	1	.	5	.	1
Cc1cc(C(=O)N2CCCC(c3[nH]ncc3C)C2)c2c(C)noc2n1 (stereo not given)
→ 3	0	-5	3	1	-1	-2	4
Cc1cc(=O)n2[nH]c(CNc3cc(Cl)ccc3C)nc2n1
→ 6	13	-30	2	14	1	10	-4
Cn1cc(-c2nc(C3CCN(c4ncccn4)CC3)cc3c2ncn3C)cn1
→ -101	-32	-176	-16	-135	-13	-94	-5
Cc1cc(C)cc(-n2ccn3cc(-c4cccc(Cl)c4)nc3c2=O)c1
→ 45*	-12	25	7	-35	1	-5	4
O=C(NCCCN1CCCC1=O)c1ccc(S(=O)(=O)Nc2ccccc2F)cc1
→ -2	0	-20	1	-12	-1	-13	-1
Cc1ccc(NC(=O)N2CCN(c3cnn4c(C)nnc4c3)CC2)cc1C
→ -2	-6	-9	3	-3	0	3	0
COc1ccc2nc(Nc3nc(-c4cnc(N5CCOCC5)nc4C)cc(=O)[nH]3)nc(C)c2c1
→ 52*	2	1	10	10	4	2	-1
CCC(C)Nc1nc2c(-c3ccc(Cl)cc3)nnn2c2ccccc12 (stereo not given)
→ 18	-4	2	3	-2	0	-3	4
COc1cccc(/C=C/C(=O)OCC(=O)Nc2cccc(S(=O)(=O)N3CCCCC3)c2)c1OC
→ 12	5	7	5	0	3	10	2
O=C(NCC1CCCO1)[C@H](Cc1ccccc1)NC(=O)N1CCn2c1nc1ccccc12 (stereo not given in full)
→ 6	1	11	-7	2	3	12	-6
O=C1CCCC[C@H]2[C@@H](C[C@@H](c3ccccc3F)N2C(=O)c2ccn[nH]2)N1
→ 2	1	-10	-1	0	-1	0	1
CCN1CCN(S(=O)(=O)c2ccc3c(c2)C(C)(C)CN3C(C)=O)CC1
→ -2	0	0	-1	11	-4	-5	0
Cc1ccc(Oc2nc(CN3CCOCC3)nc3sc4c(c23)CCC(C)C4)cc1C (stereo not given)
→ 11	13	16	10	16	9	7	3
COc1ccccc1OCC(=O)Nc1ccc(-c2nc3ccccc3s2)cc1
→ -16	-13	0	-6	-51	-2	-23	-5
O=C(c1ccccc1)N1CC[C@@H]2CN(C(=O)c3ccccc3)[C@@H]2C1
→ .	0	0	-2	3	-1	-7	-1
N#Cc1c(/C=C/Nc2ccccc2)nc2c(c1-c1ccccc1F)C(=O)c1ccccc1-2
→ -11	-61	8	-31	-252	-42	-54	-9
O=S(=O)(C1CC1)N1CCC2(CC1)COCCN(c1cccnc1)C2
→ 8	3	6	1	-15	-1	-4	-14
CN1CC(c2nc3ccccc3n2Cc2c(F)cccc2Cl)CC1=O (stereo not given)
→ 0	1	8	-58	-3	-4	-9	-1
COc1ccc(Cn2nnc(C(=O)N3CCSCC3)c2-n2cccc2)cc1
→ 33*	4	28	-4	-41	6	20	-7
CCOC(=O)c1c(NC(=O)CN2CCOCC2)sc(Cc2ccc3c(c2)OCO3)c1C
→ -11	2	-18	7	-10	6	-1	3
Cc1nnsc1Sc1ccc(Br)cc1
→ 9	3	-24	-149	13	-1	12	2
Cc1cccc(-c2nc3c4c(C)c(C)n(-c5cccnc5)c4ncn3n2)c1
→ -6	-4	-39	-3	0	14	-6	1
O=C1CC(C(=O)Nc2ccc(Br)cc2)c2c(nc(N3CCCCC3)[nH]c2=O)N1 (stereo not given)
→ -132	-197	-42	-41	i	-44	-212	-6
COc1ccccc1OC(C)C(=O)Nc1ccc2nsnc2c1 (stereo not given)
→ 32*	17	73*	-4	25	6	22	4
Cc1cc(C(=O)N2C[C@H]3C[C@H]4[C@](C2)(CN(CC(C)C)S4(=O)=O)O3)no1
→ -9	-21	17	0	-24	0	-12	-7
O=C(NCc1ccc(F)cc1)C1Cc2c(ccc3ccccc23)O1 (stereo not given)
→ 25	2	0	1	9	1	6	3
Cn1c(C2CCN(C(=O)Cc3cccc(F)c3)C2)nc2ccncc21 (stereo not given)
→ -3	-2	-7	0	-5	-1	1	-2
CCc1ccc(OCC(=O)Nc2c(C)nc3scc(C)n3c2=O)cc1
→ -7	-6	-8	-3	-5	-2	-4	1
Cc1csc(C2(NC(=O)CCc3ccncc3)CCCC2)n1
→ .	-7	-1	-3	-6	-3	-7	2
CCC(CC)C(=O)N1CCN(c2ccc(NCc3ccccc3)nn2)CC1
→ -36	-1	4	1	-3	-3	-7	1
CCC(=O)Nc1cccnc1-c1ccc(C(=O)Nc2ccc(C)cc2C)cc1
→ .	-6	-13	-2	-8	-3	26	0
Cc1c(Cl)cccc1NC(=O)CC(NCc1cccnc1)C(=O)O (stereo not given)
→ 3	-4	-2	-1	8	-2	-11	-3
COc1ccc(NC(=O)Cn2c(=O)n(CCC(=O)N3CCc4ccccc4C3)c(=O)c3ccccc32)cc1Cl
→ .	23	55*	9	19	6	10	17
COc1cccc(CN2CCC3(CC2)Nc2ccccc2C2=NCCN23)c1
→ -15	-19	-15	-2	-61	-5	-17	-6
CC(O)[C@@H](NC(=O)C1(c2ccccc2)CCN(C(=O)[C@@H]2Cc3ccccc3CN2C(=O)OC(C)(C)C)CC1)C(=O)O (stereo not given in full)
→ 2	0	6	-3	-10	1	-14	1
Cc1cc(C)n(CC(=O)NCc2cc(F)cc(F)c2)c1-c1nc(C2CC2)no1
→ 0	4	10	-71	5	-1	9	-6
COc1ccc(Cl)cc1C(=O)Nc1ccc(S(=O)(=O)Nc2onc(C)c2C)cc1
→ 4	-2	0	2	-10	-1	7	8
N#Cc1cc(-c2ccc(Cl)cc2)cnc1Oc1ccc(F)cc1F
→ 8	0	3	-6	16	3	-1	6
Cc1nc(C)c(CC(=O)N2CCCC(Cc3nccnc3N)C2)s1 (stereo not given)
→ 6	3	15	2	-4	-2	0	-2
O=C(CCc1nc2ccccc2s1)Nc1ccc(N2CCOCC2)cc1
→ 6	0	2	0	3	0	-4	0
O=S(=O)(Nc1cccc(Cl)c1)c1ccc2nncn2c1
→ -39	4	-2	4	-1	0	-2	-2
CN1C[C@@H](NC(=O)Nc2ccc(Cl)cc2)C[C@H]1c1nc(-c2cncnc2)no1
→ -1	-1	-6	0	7	-3	-6	-1
Cc1cc(C)c2sc(NC(=O)c3ccc4c(c3)OCO4)nc2n1
→ -54	-178	-39	-50	i	-37	-209	-13
Cc1ccc(S(=O)(=O)N2CCOCC2)cc1C(=O)N(C)Cc1ccccc1
→ 8	6	0	2	14	0	2	-3
Cn1c(=O)cc(C(=O)Nc2cc(Cl)ccc2Cl)[nH]c1=O
→ -8	1	-236	3	1	0	-9	5
CCN(c1cccc(C)c1)S(=O)(=O)c1ccc2c(c1)NC(=O)CC(=O)N2
→ 7	6	13	0	20	2	6	3
O=C(Cn1c(=O)c2c(ncn2C2CCCC2)n(Cc2ccccc2)c1=O)NCC1CCCO1 (stereo not given)
→ -4	-4	-13	-2	-28	-3	-12	-5
CN(C(=O)CN1CCOC(Cn2cccn2)C1)C1(C#N)CCCCC1 (stereo not given)
→ 2	10	4	2	-4	2	0	-4
CC(=O)Nc1ccc(CN2CCCCC23Cc2ccccc2CNC3=O)cc1 (stereo not given)
→ -9	-5	-18	0	-17	3	-6	0
Cc1nc2ccc(C(=O)N3CCCC3c3nc(C)c4c(n3)N(CC(C)C)C(=O)C4)cc2s1 (stereo not given)
→ 42*	2	89*	0	-11	7	0	-4
CC(=O)Nc1c(-c2ccccn2)nsc1C(=O)NC(C)c1ccccc1 (stereo not given)
→ -10	14	1	3	19	2	9	3
O=C(Cn1c(=O)c2ccccc2n(CC(=O)Nc2cccc(F)c2)c1=O)NCCc1ccccc1
→ 29	25	-39	17	38*	2	20	30*
O=C(c1ccn(-c2ccc3ccc(-c4cccnc4)cn23)n1)N1CCOCC1
→ -119	-185	-141	-151	i	-128	-209	-5
COc1ccc2ncc(S(=O)(=O)c3ccccc3)c(N3CCN(C)CC3)c2c1
→ 4	14	15	1	11	0	10	0

More structures follow.
Values in the order – USP17 block	OTUD3 inh	USP8 inh	USP7 inh	USP30 inh	UCHL1 block	USP28 block	USP10 inh
CC(C)n1cnc(C2CN(C)c3ccc(C(=O)N4CCCCC4)cc32)n1 (stereo not given)
→ 1	8	7	0	-2	0	6	0
Cc1ccccc1NC(=O)c1cnc(N2CCN(C)CC2)nc1C
→ -29	18	-1	4	8	2	5	1
CC(=O)N(C)C1CCC2(CC1)CN(Cc1ccc3c(c1)OCCO3)Cc1ccccc1O2 (stereo not given)
→ -21	-14	-19	-3	-19	-2	-9	-1
Cc1ccc(NC(=O)CC2C(=O)Nc3nc(-c4ccccc4)nn32)cc1 (stereo not given)
→ 45*	13	3	5	21	4	11	5
COc1ccccc1C(C(=O)NC1CCCC1)N(C(=O)c1cnccn1)c1cccs1 (stereo not given)
→ 0	-1	0	0	0	0	-3	0
O=C(Nc1cccnc1Cl)c1noc2c1COc1ccccc1-2
→ 15	12	18	6	21	1	11	6
Cc1ccc(CNS(=O)(=O)c2c(C)[nH]c(-c3nnc(C)o3)c2C)cc1
→ -14	1	-36	-2	-17	-3	-6	-3
O=C(COC(=O)c1ccco1)c1ccc(-n2nncc2-c2ccco2)cc1
→ -70	-6	11	-4	2	2	9	5
COc1cn(-c2ccc(F)cc2)nc1C(=O)Nc1ccc(Cl)cc1Cl
→ 13	16	49*	11	30	24	12	11
COc1ccc(C(Nc2ccc(S(=O)(=O)NCC3CCCO3)cc2)C(=O)NCC2CCCO2)cc1 (stereo not given)
→ 1	8	-1	-1	15	1	19	-1
CNc1nccnc1C1CN(C(=O)c2ccc3c(c2)CCC3)CCO1 (stereo not given)
→ 5	6	0	-1	2	-1	-3	0
O=C1CC2(C(=O)N(CC3CCCCC3)c3ccccc32)c2cn[nH]c2N1 (stereo not given)
→ 11	9	1	-45	5	0	-1	-1
CCN1CCN(c2ncc3c(=O)n(Cc4cccnc4)ccc3n2)CC1
→ -10	-2	-1	1	-1	-4	-9	0
COc1cc(Cl)ccc1Nc1ncc(C(=O)Nc2cc(OC)c(OC)c(OC)c2)c2ccccc12
→ 94*	6	33*	8	-4	2	-1	5
Cc1ccc(Sc2ncccc2C(=O)Nc2ccnn2Cc2ccccn2)cc1C
→ 2	5	3	-3	-3	-1	0	-2
O=C(Cc1c(F)cccc1Cl)N1CCn2cnnc2C1
→ 1	12	28	1	1	1	0	-2
CCOC(=O)c1c[nH]c2ccc3nc(C)sc3c2c1=O
→ -14	0	16	4	-19	-1	-10	-1
CCN(CC)c1ccc2nnc(CCC(=O)NCc3ccccn3)n2n1
→ 20	16	0	4	23	2	14	0
CCc1nc2c(NS(=O)(=O)c3ccc(F)cc3)cccn2n1
→ -41	-40	-11	-9	-167	-7	-54	-9

4 entries from above, set out differently.
compound: COc1cn(-c2ccc(F)cc2)nc1C(=O)Nc1ccc(Cl)cc1Cl
  USP17 block = 13; OTUD3 inh = 16; USP8 inh = 49*; USP7 inh = 11; USP30 inh = 30; UCHL1 block = 24; USP28 block = 12; USP10 inh = 11

compound: O=C(NCC1CCCO1)[C@H](Cc1ccccc1)NC(=O)N1CCn2c1nc1ccccc12 (stereo not given in full)
  USP17 block = 6; OTUD3 inh = 1; USP8 inh = 11; USP7 inh = -7; USP30 inh = 2; UCHL1 block = 3; USP28 block = 12; USP10 inh = -6

compound: Cc1nn(-c2ccc(Cl)cc2)c2c1C(c1cccc(Br)c1)N1C(=N2)N(C)c2c1c(=O)n(C)c(=O)n2C (stereo not given)
  USP17 block = -14; OTUD3 inh = -4; USP8 inh = -60; USP7 inh = -2; USP30 inh = -3; UCHL1 block = -1; USP28 block = -2; USP10 inh = 1

compound: Cc1nc2ccc(C(=O)N3CCCC3c3nc(C)c4c(n3)N(CC(C)C)C(=O)C4)cc2s1 (stereo not given)
  USP17 block = 42*; OTUD3 inh = 2; USP8 inh = 89*; USP7 inh = 0; USP30 inh = -11; UCHL1 block = 7; USP28 block = 0; USP10 inh = -4
